Rat MKP-3 inhibitors = MKP-3 phosphatase inhibitors, primary screen, biochemical, rat enzyme, in vitro (AID 425). inhibition, % at 20 µM; hits with a dose series show IC50 in µM. recombinant MKP-3 phosphatase activity, fluorescence; higher % means a stronger effect. actives 0.17% (n = 110,000); in the data active = inhibition above about 50%;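 note: plate controls were vehicle for no effect and reference inhibitor for full effect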
Hsp70 displacement = small molecules displacing fluorescent ligand from Hsp70 – biochemical, fluorescence polarization, primary screen (AID 583); displacement, % at 20 µM, or IC50 in µM where a hit was titrated; Hsp70 fluorescence polarization probe displacement, mP; higher % means a stronger effect; actives 0.06% (n = 140,000); in the data active = displacement above about 50%;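 note: plate controls were vehicle for no effect and reference ligand for full effect; a part of the inactive calls stands beside numbers as strong as those of hits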
Numbers without * were called inactive; · = no result given. A portion of the library (hit frequency here may not be typical).

SMILES	Rat MKP-3 inhibitors	Hsp70 displacement
Cc1ccc(-n2nnc3c(=O)oc4ccccc4c32)cc1	-6%	1.4%
COc1cc(C(=O)Nc2nc3ccc(S(=O)(=O)N4CCOCC4)cc3s2)cc(OC)c1OC	-14%	-5.1%
O=C(COC(=O)CC12CC3CC(CC(C3)C1)C2)Nc1ncc(Cl)cc1Cl	·	1.0%
CC1(C)CC(=O)C2=C(C1)Oc1nc3ccccc3cc1C2C(C#N)C#N (stereo not given)	0%	1.5%
COc1ccc(N2CCN(CCCNC(=O)CC3Oc4ccc(C)cc4NC3=O)CC2)cc1 (stereo not given)	2%	0.2%
Cc1ccc(C(=O)CC(O)(c2ccccc2)C(F)(F)F)cc1 (stereo not given)	0%	-1.9%
CN(C)c1ccc(CNn2cnnc2SCc2ccccc2F)cc1	0%	4.2%
c1ccc(CC2CCN(C3=Nc4cccc5cccc3c45)CC2)cc1	·	-0.1%
O=C(CCN1CCc2ccccc2C1)Nc1cccc(F)c1	-7%	-0.4%
CCOC(=O)Cn1c(SC)nc2sc3c(c2c1=O)CC(C)(C)OC3	0%	3.8%
COc1ccc(C(=O)C(Sc2nnnn2-c2ccccc2)c2ccc([N+](=O)[O-])cc2)cc1 (stereo not given)	6%	-5.1%
O=C1CC(c2ccccc2C(F)(F)F)c2ccccc2N1 (stereo not given)	2%	-1.0%
COc1cc(NC(=O)COc2ccccc2C)c(OC)cc1Cl	-3%	7.7%
CC(=O)n1cc(/C=C2\N=C(c3ccc(C(C)(C)C)cc3)OC2=O)c2ccccc21	0%	-10%
CSc1ccc(CN2CCC(O)CC2)cc1	-1%	·
COCCNC(=O)C1CC(=O)N(CCc2ccccc2)C1 (stereo not given)	2%	-0.8%
O=C(CN1CCSCC1)N/N=C/c1ccc(F)cc1F	·	4.8%
CC(C)(C)NCCCCOc1ccccc1F	5%	2.0%
Cc1nnc(NC(=O)C2(c3ccccc3)CCOCC2)s1	-7%	-2.2%
NC(=O)CSc1nnc(-c2cccc(S(=O)(=O)N3CCOCC3)c2)n1C1CCCCCC1	·	0.0%
CCOC(=O)c1c(NC(=O)c2cccnc2)sc2c1CCC2	0%	-2.0%
Cc1ccc2c(c1)N(CC(=O)NC1CCCCC1C)C(=O)CO2 (stereo not given)	2%	-4.8%
c1cc2[nH]snc2c2nc(C3CC3)nc12	-17%	-1.0%
COCCCNC(=O)c1c(NC(=O)c2cccs2)sc2c1CCCC2	·	-2.5%
COc1ccc(C(=O)/C=C/c2ccc(-c3ccccc3[N+](=O)[O-])o2)cc1	5%	5.4%

Arranged by number of heavy atoms (smallest number first): four of the compounds above.
SMILES	Rat MKP-3 inhibitors	Hsp70 displacement
c1cc2[nH]snc2c2nc(C3CC3)nc12	-17%	-1.0%
O=C1CC(c2ccccc2C(F)(F)F)c2ccccc2N1 (stereo not given)	2%	-1.0%
O=C(COC(=O)CC12CC3CC(CC(C3)C1)C2)Nc1ncc(Cl)cc1Cl	·	1.0%
NC(=O)CSc1nnc(-c2cccc(S(=O)(=O)N3CCOCC3)c2)n1C1CCCCCC1	·	0.0%

In another format: entries from further up.
Results follow in this order: Rat MKP-3 inhibitors, Hsp70 displacement
> CCOC(=O)c1c(NC(=O)c2cccnc2)sc2c1CCC2
 : 0%, -2.0%
> Cc1ccc2c(c1)N(CC(=O)NC1CCCCC1C)C(=O)CO2 (stereo not given)
 : 2%, -4.8%

(continued)
SMILES	Rat MKP-3 inhibitors	Hsp70 displacement
Cn1nc2c(c1C(=O)O)CCCC2	·	2.4%
COc1ccc(NC(=O)N(Cc2ccc3c(c2)OCO3)C2CC(=O)N(c3ccc(OC)cc3)C2=O)cc1 (stereo not given)	·	-0.5%
O=C(Nc1cccc(Cl)c1)c1ccccc1Br	-1%	-3.1%
CCOc1ccccc1NC(=O)c1ccc(Cl)c(Cl)c1	-1%	5.9%
COc1ccc(-n2c(=O)c3c4c(sc3n3c(SC)nnc23)CCCC4)cc1	2%	1.5%
O=C(NCC(=O)c1ccccc1)SCc1ccccn1	1%	1.9%
O=c1[nH]cnc2c1cnn2Cc1ccccc1	-6%	-3.0%
CCOc1cc(/C=N\NC(=O)c2cnccn2)ccc1O	3%	-2.8%
C=CCOC(=O)C1=C(C)NC(SCC(=O)NC(=O)OCC)=C(C#N)C1c1cccnc1 (stereo not given)	-9%	4.2%
Cc1cc(N2C(=O)NC(=O)/C(=C\c3ccc4c(c3)OCO4)C2=O)ccc1Br	1%	4.4%
CC(C)(O)C#Cc1ccc(C(=O)N2CCC(Cc3ccccc3)CC2)cc1	0%	3.4%
Cc1ccc(C(=O)Nc2c(-c3ccccc3)nc3cc(C)ccn23)cc1	4%	-3.5%
CCc1ccc(Nc2cc(C)nc3nc(C)nn23)cc1	2%	-1.8%
CCOC(=O)C1=C(C)C(c2ccccc2O)NC(=O)N1 (stereo not given)	·	3.8%
O=C1CC(c2ccccc2)Cc2nc3nc(C(F)(F)F)nn3cc21 (stereo not given)	·	5.2%
CCCOc1ccc(Cn2c(O)cc(=O)[nH]c2=O)cc1	-3%	-8.8%
Cn1c(=O)oc2cc(S(=O)(=O)N3CCN(c4cccc(Cl)c4)CC3)ccc21	-2%	-10%
COc1cccc2sc(NC(=O)/C=C/c3ccc([N+](=O)[O-])cc3)nc12	4%	0.0%
COc1ccc(NC(=O)COc2ccc(Cl)cc2C)cc1	0%	3.8%
Cc1oc2c(c1C(=O)Nc1cccc(C(=O)O)c1)CCCC2	·	3.9%
O=c1c2c3c(sc2nc2sc(C4CC4)nn12)CCCC3	-2%	2.6%
CSc1ccc(C2C(C(=O)OCCOc3ccccc3)=C(C)NC3=C2C(=O)CCC3)cc1 (stereo not given)	-1%	-1.9%
COc1ccc(C2Nc3ccccc3C(=O)N2Cc2ccco2)cc1CSc1ccccn1 (stereo not given)	0%	0.4%
Cc1ccc2c(N)c(C(=O)c3ccccc3)sc2n1	6%	6.6%
O=C(COc1ccc(-n2cnnn2)cc1)N1CCN(c2ccc(F)cc2)CC1	-1%	1.7%

Compound profiles, from the list above. Screens in order: Rat MKP-3 inhibitors, Hsp70 displacement
COc1ccc(C2Nc3ccccc3C(=O)N2Cc2ccco2)cc1CSc1ccccn1 (stereo not given) across the screens: 0%, 0.4%
CCOc1cc(/C=N\NC(=O)c2cnccn2)ccc1O across the screens: 3%, -2.8%
CC(C)(O)C#Cc1ccc(C(=O)N2CCC(Cc3ccccc3)CC2)cc1 across the screens: 0%, 3.4%
COc1cccc2sc(NC(=O)/C=C/c3ccc([N+](=O)[O-])cc3)nc12 across the screens: 4%, 0.0%

Further results follow.
SMILES	Rat MKP-3 inhibitors	Hsp70 displacement
CCCC(=O)Nc1nc(C(=O)OCC)cs1	-10%	-3.1%
O=C(CC1S/C(=N\N=C\c2cccs2)NC1=O)Nc1ccc(C(=O)O)cc1 (stereo not given)	1%	6.6%
COCCCNC(=O)C1CC(=O)N(C2CCCC2)C1 (stereo not given)	8%	4.4%
Cc1ccc(C(=O)NCCN(C)C)cc1[N+](=O)[O-]	1%	-0.2%
COc1ccc(C2C=C(c3ccccc3)Nc3nc(CCCO)nn32)cc1 (stereo not given)	-1%	16%
Cc1cc(C(=O)COC(=O)c2n[nH]c3ccccc23)c(C)n1C	2%	5.4%
COc1ccc(-c2cc(-c3ccccc3)nc(N3CCCCC3)n2)cc1	-2%	1.6%
CNC(=O)C(=O)Nc1ccccc1OC	3%	-0.5%
COC(=O)c1cc(NC(=O)CC2SCCNC2=O)cc(C(=O)OC)c1 (stereo not given)	-1%	0.9%
O=C(NCC(O)CO)c1ccc2[nH]c3ccccc3c2c1 (stereo not given)	·	2.8%
Oc1cccc(C=NCc2ccccc2)c1	·	-0.9%
CCC(C)NS(=O)(=O)c1ccc([N+](=O)[O-])cc1 (stereo not given)	-2%	2.4%
Cc1cccc(N2CCN(C(=O)c3cc4n(n3)C(C(F)(F)F)CC(c3ccco3)N4)CC2)c1C (stereo not given)	-5%	11%
O=C(CSc1nnc(-c2ccccc2Cl)o1)Oc1ccc(Br)cc1	·	1.9%
O=C(OCCN1CCCC1=O)c1cncc(Br)c1	·	-3.1%
CN1C(=O)CC(C(=O)Nc2ccc(F)cc2)SC1=Nc1ccc2c(c1)OCO2 (stereo not given)	-2%	3.4%
CCOC(=O)CNC(=O)c1nn(-c2cccc(OC)c2)c(=O)c2ccccc12	10%	4.2%
CCc1ccc(NC(=O)c2cccc3ccccc23)cc1	-2%	-1.1%
C=CCn1cc(-c2cccc(Cl)c2)cc(C#N)c1=O	·	3.6%
Cc1cc(OCC(=O)NCCCN(C)C)ccc1Br	2%	2.4%
N/C(=N\c1nc(C(F)(F)F)cc(=O)[nH]1)Nc1ccc(Oc2ccccc2)cc1	4%	-5.9%
N#CC1=C(N)Oc2n[nH]c(-c3cccs3)c2C1c1ccco1 (stereo not given)	-8%	-63%
CCCC(=O)NC(Oc1ccc(/C=C2\SC(=S)N(CCCOC)C2=O)cc1)C(Cl)(Cl)Cl (stereo not given)	3%	-6.2%
COc1ccc(CNC23CN4CN(CN(C4)C2)C3)cc1	1%	-3.6%
CCOC(=O)C(=CNc1ccc(F)c(F)c1F)C(=O)OCC	2%	-3.9%
SMILES	Rat MKP-3 inhibitors	Hsp70 displacement
COCCn1cnnc1SCC(=O)c1ccc(S(=O)(=O)N2CCCC2)cc1	-3%	-3.8%
Cc1cc(=O)oc2cc(OCC3CC(c4ccc(Br)cc4)=NO3)ccc12 (stereo not given)	·	9.3%
CCOc1ccc(CN2CCN(C(=O)c3ccco3)CC2)cc1	-2%	-1.8%
Fc1ccc(-c2nnc(-c3ccc4c(c3)OCO4)o2)cc1	-2%	-3.2%
Cc1ccc(C)c(NC(=O)c2ccc(OC(=O)c3ccco3)cc2)c1	·	-3.1%
CCOC(=O)C(=O)N1c2ccccc2C(Nc2ccccc2)CC1C (stereo not given)	3%	-8.5%
C=C(C)Cn1c(SCCCO)nc2c1c(=O)[nH]c(=O)n2C	-1%	1.4%
CCOC(=O)c1ccc(NC(=O)CCC2COc3ccccc3O2)cc1 (stereo not given)	·	-3.5%
COc1ccc(O)c(/C=N/NC(=O)CSc2ccc3ccccc3n2)c1	5%	1.9%
Cn1cnnc1SCC(=O)c1ccccc1	-3%	2.8%
N#CCCN/N=C(\Cc1nc2ccccc2[nH]1)c1ccccc1	·	-6.4%
Cc1cccc(NC(=O)C2C3C=CC(C4CC34)C2C(=O)O)c1 (stereo not given)	·	-1.1%
CCC(Sc1ncccc1C(=O)O)C(=O)N1CCCC1 (stereo not given)	-7%	6.4%
Cc1cccc2cc(CN(Cc3ccc4c(c3)OCO4)Cc3nnnn3C3CCCC3)c(=O)[nH]c12	-4%	·
CC1=C(C(=O)Nc2ccc(Br)cc2)C(c2ccc(C)cc2)NC(=S)N1 (stereo not given)	2%	-4.3%
Cc1cc(C)c(C(N)=O)c(Nc2cccc3ccccc23)n1	·	0.5%
O=C(Nc1ccc(Br)cn1)c1ccccc1SCc1ccccc1	2%	-0.9%
COc1ccc(C2C(C(=O)N3CCN(c4ccccc4)CC3)c3ccccc3C(=O)N2C)cc1OC (stereo not given)	4%	3.4%
Cc1cc2c(c(=O)n1Cc1cccnc1)C(c1ccccc1)C(C#N)=C(N)O2 (stereo not given)	-5%	-4.6%
O=C(Nc1ccc(S(=O)(=O)N2CCCCC2)cc1)c1ccc(F)cc1	1%	2.1%
CCN(CC)c1ccc(NC(=O)c2ccc(Br)cc2)cc1	1%	1.3%
O=C(O)COc1ccc(N2C(=O)C3CC=CCC3C2=O)cc1 (stereo not given)	1%	5.3%
CCOc1ccc(C(=O)Nc2ccc(N3CCN(C)CC3)cc2)cc1Br	-7%	3.6%
CCCCCCc1ccc(OCC(=O)OC)cc1OCC(=O)OC	·	-1.6%
N#CC1=C(N)Oc2n[nH]c(-c3cccs3)c2C1c1cccs1 (stereo not given)	-6%	2.3%
SMILES	Rat MKP-3 inhibitors	Hsp70 displacement
COc1ccc(C2CC(C(F)(F)F)n3nc(C(=O)N4CCN(C(=O)c5ccccc5)CC4)c(Cl)c3N2)cc1OC (stereo not given)	1%	5.8%
CCOC(=O)CCCNC(=O)CN1C(=O)NC2(CCCCCC2)C1=O	-6%	0.7%
O=C(NCc1ccccn1)C1CCCN(S(=O)(=O)c2ccccc2)C1 (stereo not given)	-13%	-2.3%
Cc1ccc(C(=O)SC2=NCCS2)cc1	·	-2.4%
COc1ccc(/C=C2\SC(=S)N(NC(=O)c3csc4c3CCCC4)C2=O)cc1	·	-2.6%
CC1=C(C#N)C(c2ccc3ncccc3c2)C(C#N)=C(C)N1	-3%	1.5%
CCOC(=O)C1=C(N)n2c(s/c(=C\c3cccs3)c2=O)=C(C(=O)OCC)C1c1cccs1 (stereo not given)	-14%	3.7%
C1CCc2nnc(-c3nnc4n3CCCCC4)n2CC1	3%	-2.1%
Cc1oc2cc(Br)c(OCC(=O)C(C)(C)C)cc2c1C(=O)OC(C)C	0%	-0.7%
O=C(NC(=S)Nc1ccc2oc(-c3ccc(F)cc3)nc2c1)c1ccco1	2%	2.6%
CC(=O)c1ccc(NC(=O)Cn2nc(C)cc2C)cc1	1%	1.9%
Cc1ccc(S(=O)(=O)Cn2nnnc2C(CC(C)C)N2CCN(c3ccccc3)CC2)cc1 (stereo not given)	·	3.3%
CCOc1ccccc1NC(=O)c1cccc(C)c1	-1%	-0.2%
Nc1ncnc2c1ncn2CCNCCc1ccccc1	4%	1.7%
Cc1ccc(Cl)cc1NC(=O)c1cccnc1	0%	1.9%
COc1cc(NC(=O)COc2ccccc2C)ccc1NC(=O)c1ccco1	3%	·

Compound activity (PubChem BioAssay)
